# hgDAF12 agonist: H. glycines DAF-12 receptor agonists, primary screen, cell-based, luminescence, HEK293, GAL4 fusion, UAS-luciferase | Nuclear hormone receptor DAF-12 (Heterodera glycines), GAL4 fusion | HEK293 GAL4-hgDAF12 UAS-luciferase reporter, agonist luminescence; normalized to butyrate control | actives 1.8% (n = 370,000) | activation, % at 6.8 µM;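 active means activation above a cutoff set at the mean of all screened compounds plus 3 SD, cut at about 10% in these data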;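 further: 0% = DMSO wells and 100% = sodium butyrate wells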
# hcDAF12 agonist: H. contortus DAF-12 nuclear receptor activators, primary screen, cell-based, luminescence, HEK293, lit1-tk-luc reporter. HEK293 hcDAF-12 lit1-tk-luc reporter; 0% DMSO, 100% Δ7-dafachronic acid. activation, % at 6.8 µM. actives 1.4% (n = 370,000);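 active means activation above the mean of all tested compounds plus 3 SD, cut at about 5.5% in these data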;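 further: 100% = response to 3 µM Δ7-dafachronic acid high control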
# sPLA2-III inh: human group III sPLA2 inhibitors, primary screen, biochemical, QFRET, BODIPY PC-A2 liposome substrate; Group 3 secretory phospholipase A2 (Homo sapiens), Q9NZ20; QFRET BODIPY PC-A2 liposome hydrolysis, fluorescence; inhibition, % at 12.2 µM; actives 0.56% (n = 370,000); AID 743126, 2013;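 active means inhibition above mean plus 3 SD of compounds lying within the high and low control bounds, cut at about 19% in these data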;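 further: 0% = median of test compound wells and 100% = no enzyme DMSO wells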
# SMARCA2 act: SMARCA2 (BRM) function activators, primary screen, cell-based, luminescence, high throughput; MG213 cells, MMTV-luciferase reporter, dexamethasone, overnight; actives 1% (n = 370,000); activation, % at 9.1 µM; in the data active means activation above about 7.8%;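 further: 0% = vehicle wells and 100% = reference activator wells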
# DAX1 inh-1: DAX1 (NR0B1) inhibitors, primary screen, cell-based, HEK293, Gal4-DAX1, luciferase luminescence | AID 504766, 2011 | inhibition, % at 6.75 µM | Nuclear receptor subfamily 0 group B member 1 (Homo sapiens), P51843 | HEK293 Gal4-DAX1 luciferase reporter | actives 0.99% (n = 340,000);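 active means inhibition above the mean over all tested compounds plus 3 SD, cut at about 4.2% in these data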;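 further: 0% = DAX1-transfected cells with DMSO and 100% = empty-vector control cells with DMSO; inhibition shows as a rise in luminescence from relieved DAX1 repression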
# Target sequence (P51843 207-470 limits assumed): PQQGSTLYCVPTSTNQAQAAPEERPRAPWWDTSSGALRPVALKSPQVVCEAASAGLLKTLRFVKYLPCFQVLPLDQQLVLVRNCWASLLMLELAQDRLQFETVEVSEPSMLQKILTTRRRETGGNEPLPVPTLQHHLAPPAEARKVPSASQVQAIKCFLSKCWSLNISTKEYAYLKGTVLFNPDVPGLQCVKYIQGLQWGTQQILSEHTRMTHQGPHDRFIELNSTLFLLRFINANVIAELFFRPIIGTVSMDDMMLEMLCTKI
# PG9 Ab binder: binders of HIV-1 gp120 antibody PG9, primary screen, biochemical, TR-FRET | HIV-1 gp120 / PG9 antibody interaction | TR-FRET gp120-PG9 antibody binding | inhibition, % at 6.7 µM | actives 0.43% (n = 360,000); in the data active means inhibition above about 8.5%
# Rev-erbA mod: modulators of Rev-erb alpha DNA binding, primary screen, biochemical, FITC-DNA, fluorescence polarization, uHTS | AID 1259318, 2017 | activity, % at 10 µM | actives 0.79% (n = 370,000) | Nuclear receptor subfamily 1 group D member 1 (Homo sapiens), P20393 | Rev-erbα–FITC-DNA binding, 90 min;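 active means activity above about 14%, limit read from the data; passing the limit was not always enough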;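 further: 0% = DMSO wells with 35 nM protein and 100% = DMSO wells with 750 nM protein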
# Target sequence (P20393 whole entry, looked up): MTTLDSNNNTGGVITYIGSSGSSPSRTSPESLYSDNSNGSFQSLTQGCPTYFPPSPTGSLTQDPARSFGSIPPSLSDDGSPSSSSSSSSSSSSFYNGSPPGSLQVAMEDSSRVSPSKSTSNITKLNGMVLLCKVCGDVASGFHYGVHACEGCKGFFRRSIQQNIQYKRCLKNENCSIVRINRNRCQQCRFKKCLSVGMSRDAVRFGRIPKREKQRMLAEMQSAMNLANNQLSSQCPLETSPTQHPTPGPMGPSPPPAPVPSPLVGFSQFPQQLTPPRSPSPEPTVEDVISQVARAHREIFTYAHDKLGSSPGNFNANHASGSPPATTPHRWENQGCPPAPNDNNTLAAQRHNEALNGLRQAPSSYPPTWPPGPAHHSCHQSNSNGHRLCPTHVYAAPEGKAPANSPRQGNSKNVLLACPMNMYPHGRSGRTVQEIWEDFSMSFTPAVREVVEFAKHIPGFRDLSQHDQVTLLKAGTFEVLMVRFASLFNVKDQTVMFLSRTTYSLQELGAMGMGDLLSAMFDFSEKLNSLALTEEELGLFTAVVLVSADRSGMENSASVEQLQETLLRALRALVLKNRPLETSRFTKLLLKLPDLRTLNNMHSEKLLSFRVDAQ
# PLC-beta3 inh: human PLC-beta3 inhibitors, primary screen, biochemical, fluorescence; 1-phosphatidylinositol 4,5-bisphosphate phosphodiesterase beta-3 (Homo sapiens), Q01970; Purified PLC-beta3, fluorogenic substrate; inhibition, % at 12.2 µM; actives 0.18% (n = 370,000); in the data active means inhibition above about 11%;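 further: 0% = median of compound wells on plate and 100% = full blocker control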
# FXN GAA850 act: FXN promoter activators, primary screen, cell-based, luciferase luminescence, HEK293 lucGAA850 | actives 0.56% (n = 360,000) | HEK293 lucGAA850 FXN promoter luciferase reporter, 24 h; percent of 10 µM SAHA response | activation, % at 6 µM;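 active means activation above the average of all compounds screened plus 3 SD, cutoff fixed separately per campaign, cut at about 7.5% in these data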;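 further: 0% = DMSO wells and 100% = 10 µM SAHA wells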
# DAX1 inh-2: DAX1 (NR0B1) inhibitors on StAR promoter, primary screen, cell-based, luminescence, SF-1 (NR5A1), full-length DAX-1 | HEK293T StAR-luciferase reporter, SF-1/DAX-1 repression relief | AID 652010, 2013 | actives 1.1% (n = 370,000) | inhibition, % at 6.8 µM;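 active means inhibition above the mean over all tested compounds plus 3 SD, cut at about 3.6% in these data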;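 further: 0% = DAX-1 cells with DMSO and 100% = cells lacking DAX-1 with DMSO; higher inhibition means more luminescence from relief of DAX-1 repression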
# ssDAF12 agonist: S. stercoralis DAF-12 nuclear receptor activators, primary screen, cell-based, luminescence, HEK293, GRIP1 co-expression, lit1-tk-luc; actives 1% (n = 370,000); Nuclear hormone receptor DAF-12 (Strongyloides stercoralis); HEK293 ssDAF-12/GRIP1 lit1-tk-luc reporter; % of 3 µM dafachronic acid response; activation, % at 6.8 µM;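 active means activation above the mean over all tested compounds plus 3 SD, cut at about 0.9% in these data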;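 further: 0% = DMSO-only wells and 100% = 3 µM delta7-dafachronic acid wells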
# The depositor's hits bear a star; i = inactive; · = not tested or not shown. No enrichment for hits; overall some 7% were active at least once.
SMILES,hgDAF12 agonist,hcDAF12 agonist,sPLA2-III inh,SMARCA2 act,DAX1 inh-1,PG9 Ab binder,Rev-erbA mod,PLC-beta3 inh,FXN GAA850 act,DAX1 inh-2,ssDAF12 agonist
Cc1c(C)c2ccc(OC(C)C(=O)NCc3ccccn3)cc2oc1=O (stereo not drawn),1.2,1.0,3,0,-0.1,0.1,6,-126,0.1,0.2,-1.2
COc1ccc(C(=S)N2CCOCC2)cc1OC(=O)c1cc(OC)c(OC)c(OC)c1,3.0,-0.3,5,0,-1.7,-0.2,-2,-4,4.3,0.1,-1.3
CCc1cccc(C)c1NS(=O)(=O)c1cccs1,-0.9,-0.8,-7,2,-1.2,-0.2,6,-2,1.1,-0.2,-1.4
CCOC(=O)c1c(NC(=O)CSc2nnc(-c3ccccc3)o2)sc(C(C)=O)c1C,-0.9,1.8,-14,2,0.1,0.5,4,2,0.4,0.6,0.0
COc1ccc2nc3c(cc2c1)c(NC(=O)C1CCCO1)nn3CC(C)C (stereo not drawn),-4.0,-1.2,8,0,-1.7,-1.9,7,i,0.1,-0.6,-1.2
Cc1ccc(OCCn2c(SCCO)nc3c(N)ncnc32)cc1,-4.2,-3.1,-2,-3,-0.1,-3.2,3,6,-0.1,-0.7,-1.1
CCC[C@H]1[C@@H](OC(=O)N2CCOCC2)CC[C@@]23CCCN2C(=O)CCC[C@@H]13,0.0,2.1,17,·,·,·,-3,-4,·,·,-1.3
COC(=O)c1c(NC(=O)CC2Nc3ccccc3NC2=O)sc(C)c1C (stereo not drawn),-2.9,3.1,-3,-3,-0.9,-0.6,-32,1,-0.9,-0.9,-0.8
CC(Sc1nnc2n1CCCCC2)C(=O)Nc1ccc(S(N)(=O)=O)cc1 (stereo not drawn),0.2,-0.9,9,3,-0.5,-1.9,6,-5,0.5,0.6,-0.2
CCCC(=O)C1=C(O)C(C(=O)OC)C(C)(C)CC1=Nc1ccc(Br)cc1 (stereo not drawn),-0.9,-1.9,1,0,1.6,1.4,-4,-3,1.6,-0.2,-1.5
O=C(NCCc1c[nH]c2ccccc12)OCc1cn(Cc2ccccc2Cl)nn1,-1.7,-0.9,-83,-1,·,·,3,-2,·,-0.1,-0.5
CCOC(=O)/C(C(=Nc1ccccc1)Nc1ccccc1)=C(\C)O,1.2,-0.6,-8,0,-0.2,-1.2,-5,-2,0.7,0.9,-0.7
CCOc1cc(CNc2ccccc2)cc(Br)c1OCC(=O)NC(C)(C)C,-1.9,-1.8,4,-3,-1.9,-0.6,5,5,0.2,-1.1,-1.1
COc1cc2c(cc1OC)CN(Cc1ccc(OC)c(C)c1OC)CC2,0.5,-0.3,-4,1,0.8,1.0,-3,-17,-1.2,-0.5,-1.1
Cc1ccc(C(=O)Cn2nnc(-c3ccccc3-n3cnnn3)n2)cc1,-1.2,-0.5,-16,-3,-2.0,-1.6,5,-1,-3.3,0.4,-0.9
COc1ccc(S(=O)(=O)Nc2ccc3c(c2)C(=O)N([C@H](C)CO)C[C@H](C)[C@H](CN(C)C(=O)Nc2ccc(F)cc2)OCCCC[C@@H](C)O3)cc1,6.8,0.7,-21,-2,·,0.5,-1,4,·,-0.1,-0.5
O=C1NCCN/C1=C\C(=O)c1ccccc1,6.0,-0.7,5,1,1.3,-0.8,-2,1,-0.2,1.3,0.3
O=C(NCc1cccc(OC(F)(F)F)c1)c1ccc2c(c1)S(=O)(=O)c1cc(Cl)ccc1C2=O,0.5,-0.4,9,1,0.6,-2.2,-2,2,-0.3,0.5,-1.1
CC1=CC2(C)C(C3C(C)=CC2(C)C(=O)C3(C)O)C(C)(O)C1=O (stereo not drawn),0.0,-1.4,1,1,-1.1,-2.4,-2,4,1.3,1.0,-0.7
Cc1ccc(NC(=O)CSc2nnc(NC(=O)c3ccc(S(=O)(=O)N4CCOCC4)cc3)s2)cc1,-0.4,-2.1,-7,6,0.1,-0.6,-5,4,-1.6,-0.2,-1.8
CN(C)c1ccc(/C=N/NC(=O)CN(c2ccccc2Cl)S(C)(=O)=O)cc1Br,-4.0,-1.8,-4,1,-1.3,-3.0,0,4,3.4,-0.1,-0.9
Cc1ccc(C2CC(c3cccs3)=NN2C(=O)CSC2=NN3CCCC(=O)N=C3S2)cc1 (stereo not drawn),0.8,-1.5,-9,-2,-1.6,-2.1,-4,-43,-6.5,-1.7,-0.6
Cc1ccc(S(=O)(=O)CCC(=O)OCc2ccccc2F)cc1,6.2,-0.3,-3,-2,1.0,-0.1,-6,2,-0.4,-1.0,-1.3
CCC(C)n1c(=S)[nH]c2ccccc2c1=O (stereo not drawn),-0.8,-0.3,14,2,-0.1,-1.2,0,0,2.4,0.0,-1.1
CC1=C(C(=O)OCC2CCCO2)C(c2ccccc2OC(C)C)C2=C(CC(c3ccco3)CC2=O)N1 (stereo not drawn),-0.1,-0.8,-1,-1,-1.3,-2.4,-1,-415,-2.0,0.1,-1.0
Cc1ccc(NC(=O)CSc2nccn2C)cc1F,2.8,1.7,1,2,1.1,1.4,5,-7,3.0,4.4*,-0.5
Cc1ccc(-c2cccc(=O)o2)cc1,3.0,-0.9,7,4,·,1.4,-10,4,·,-0.8,-0.8
CCOC(=O)c1c(C)n(C)c2cc(Br)c(C)cc12,2.2,-1.4,10,-3,-0.2,-2.3,0,9,5.0,0.1,-1.2
O=S(=O)(NC1CC1)c1ccc(S(=O)(=O)N2CCN3CCCC3C2)cc1 (stereo not drawn),0.7,-2.8,3,2,0.4,0.5,2,0,-1.3,-0.5,-0.6
CCOC(=O)n1c(=O)n(Cc2c(Cl)cccc2Cl)c2ccccc21,-1.0,-2.1,2,0,-0.4,-1.9,-2,1,-0.9,-1.1,0.2
CCCc1cc(=O)n2[nH]c(-c3cc(OC)c(OC)c(OC)c3)nc2n1,-1.3,-1.0,3,2,1.4,-0.6,-2,2,-1.1,-0.1,-1.1
COc1ccc(-c2nnc(SCC(=O)NC(=O)Cc3ccccc3)n2C)cc1,-0.3,0.2,9,-1,0.1,0.7,8,-6,-0.4,-0.9,-1.3
COc1cccc(-c2cc(C(=O)N3CCN(c4ccccc4OC)CC3)no2)c1,-0.4,-2.4,-12,-3,-0.1,0.8,1,-1,3.3,-0.1,-1.5
Cc1cc(S(=O)(=O)N2CCOCC2)ccc1OCC(=O)NCc1ccco1,-0.3,-0.6,7,0,0.0,1.0,-4,-6,0.1,-0.4,-0.5
Cc1cc2nc(C3CCN(C(=S)NCC(C)C)CC3)[nH]c2cc1C,-0.8,-0.4,5,-1,0.2,-1.1,-2,2,7.1,-0.2,-1.6
c1ccc(CCCCNCC2COc3ccccc3O2)cc1 (stereo not drawn),0.6,-0.5,-8,0,0.8,-1.1,1,2,2.1,0.3,-1.1
COCCSc1ccccc1C(=O)Nc1cc(C)ccn1,-1.8,-2.0,3,-2,-0.3,-1.1,-1,3,1.3,0.1,-0.7
O=C(O)CC(C(=O)NC1CCCCC1)C1CCCO1 (stereo not drawn),-3.0,-0.9,7,-1,-0.5,0.2,1,-2,-2.3,-0.1,-1.4
COc1ccc(Nc2ccnc(Nc3ccc(OC)cc3)n2)cc1,7.3,-2.2,2,-3,-2.8,-1.4,-1,-1,0.9,-2.3,-1.2
COc1ccc(C(=O)Nc2cc3c(cc2OC)CCCC3)cc1Br,-1.3,-1.3,-2,-2,0.0,2.3,4,2,2.7,-0.3,-0.9
N/C(=N\C(=S)Nc1ccc2c(c1)OCO2)c1ccccc1,21*,6.8*,15,0,·,-1.4,-7,-7,·,21*,1.7*
CCCCn1c(C(C)NC(=O)COC)nc2ccccc21 (stereo not drawn),-0.2,0.8,5,-2,0.9,0.3,1,1,1.9,-0.5,-0.7
CC(=O)Nc1ccc(S(=O)(=O)NNC(=O)c2ccc([N+](=O)[O-])cc2)cc1,5.1,0.6,6,-1,1.7,1.2,-2,0,1.1,-0.5,-0.9
COc1cc2[nH]c(=O)n(CCCC(=O)NCCc3ccccc3)c(=O)c2cc1OC,-0.8,-1.0,6,-1,-1.9,0.8,1,-1,0.5,0.3,-1.4
CN1C(=O)C(O)(CC(=O)c2cccnc2)c2ccccc21 (stereo not drawn),1.0,0.3,1,-1,0.1,-0.6,0,3,-2.2,0.9,-1.6
O=S(=O)(NCCOc1ccccc1Cl)c1ccc2oc3ccccc3c2c1,2.4,-1.3,-2,-3,-0.5,1.3,-8,0,3.3,-0.7,-0.7
O=C(N/N=C/C=C/c1cccc([N+](=O)[O-])c1)C(O)c1ccccc1 (stereo not drawn),2.4,0.4,-3,-1,1.5,-1.9,-2,5,1.8,-0.6,-1.4
C#CCNC(=O)C[C@@H]1C(=O)N(Cc2ccc(OC)cc2)/C2=C/CCCCC[C@@]21C(=O)OCC,-1.5,-1.1,5,-4,·,·,-1,-1,·,-0.7,-1.9
COC(=O)c1c(NC(=O)COC(=O)Cn2cnc3ccccc32)sc(C)c1C,-1.2,-0.3,5,1,0.3,-1.7,0,1,2.2,0.0,-0.9
COC(=O)C1=C(C)N(Cc2cccc(C(F)(F)F)c2)C(=NCc2ccc(C(F)(F)F)cc2)NC1c1cccc(C(F)(F)F)c1 (stereo not drawn),0.0,0.2,-13,-4,·,-0.3,-2,7,·,-0.1,-1.1
Cc1ccc(S(=O)(=O)N2CCCC(C(=O)NCC3CCCO3)C2)cc1 (stereo not drawn),-0.6,-1.3,-2,-1,0.4,-1.2,0,-5,1.0,-0.8,-1.3
CCn1cc(C(=O)OCC(=O)Nc2c(C)cccc2C)c(=O)c2ccc(C)nc21,-2.2,0.0,-1,0,-0.2,-0.6,-6,0,3.1,-0.5,-0.5

# In another format: 2 of the compounds above.
SMILES	hgDAF12 agonist	hcDAF12 agonist	sPLA2-III inh	SMARCA2 act	DAX1 inh-1	PG9 Ab binder	Rev-erbA mod	PLC-beta3 inh	FXN GAA850 act	DAX1 inh-2	ssDAF12 agonist
COc1ccc(Nc2ccnc(Nc3ccc(OC)cc3)n2)cc1	7.3	-2.2	2	-3	-2.8	-1.4	-1	-1	0.9	-2.3	-1.2
COc1ccc(C(=O)Nc2cc3c(cc2OC)CCCC3)cc1Br	-1.3	-1.3	-2	-2	0.0	2.3	4	2	2.7	-0.3	-0.9
